D3 ag – activates the human D3 dopamine receptor. P35462. D3R DiscoveRx beta-arrestin cells, luminescence, 90 min. max activation, %. actives 0.58% (n = 410,000). AID 652048; in the data active = max activation above about 30%; note: 0% is about no effect; mostly tested at two doses, the higher about 12 µM
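Cells at 1500/well, incubated overnight, then treated with pinned compounds (dopamine as control) for 90 min at 37 degrees C. DiscoveRx reagent added for 30 - 60 minutes at room temperature; luminescence read.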
MmCpn inh – inhibitors of Methanococcus maripaludis chaperonin (MmCpn); purified Mm-Cpn ATPase, ADP Transcreener TR-FRET; Potency, µM (doses to about 76.9 µM), for the others: at the highest dose activity, negative = inhibition, usual class: inhibitors; actives 0.031% (n = 330,000); AID 504842; note: potency is the fitted concentration of half-maximal effect; % is set by controls: 0 for no effect and ±100 for the full control effect; nearly all actives have a fitted effect of over 80% in size
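Quantitative HTS used 25 nM Mm-CPN and 10 uM ATP in magnesium/KCl Tris buffer, pH 7.4, with 1 mM DTT. Hydrolysis ran 30 min at 37°C; ADP was read by HTRF.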
CCT chaperon mod – modulators of cytosolic chaperonin (CCT/TRiC) activity | activity change, % (concentration not given with the values), hits read low | purified chaperonin ATPase assay, HTRF ADP detection, 30 min | actives 0.3% (n = 360,000); in the data active = activity change below about -30%; note: % is set by controls: 0 for no effect and ±100 for the full control effect
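Enzyme 40 or 20 nM (batch-dependent) in Tris pH 7.4/KCl/MgCl2/DTT; cpd 76 uM single point; ATP 10 uM; 30 min 37 °C; Transcreener ADP HTRF detection, 30 min RT; ratio 665/615.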
D3 antag – antagonists of human D3 dopamine receptor. AID 652054. actives 2.5% (n = 360,000). D3R cells, DiscoveRx beta-arrestin luminescence, antagonist mode; stronger effect = lower value. max response, negative = inhibition, %. P35462; in the data active = max response below about -50%; inconclusive = no clear call, values can overlap the other calls; note: % is set by controls: 0 for no effect and ±100 for the full control effect; mostly tested at two doses, the higher about 12 µM
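Cells expressing the human receptor were seeded at 1500 cells/well, incubated overnight at 37 degrees C in 5% CO2, then exposed to library compounds with dopamine controls for 90 minutes at 37 degrees C before luminescent detection.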
EPAC2 antagonist – EPAC2 (human) antagonism | actives 0.18% (n = 360,000) | Potency, µM (series often up to 114 µM), for inactives: at the highest dose activity, negative = inhibition, hits mostly inhibitors | Q8WZA2 | EPAC2 GEF exchange of Rap1B-BODIPY-GDP, fluorescence | AID 720708; note: potency is the fitted concentration of half-maximal effect; % is set by controls: 0 for no effect and ±100 for the full control effect; nearly all actives have a fitted effect of over 45% in size; many of its hits are not listed in these tables
Target sequence (Q8WZA2 whole entry, looked up): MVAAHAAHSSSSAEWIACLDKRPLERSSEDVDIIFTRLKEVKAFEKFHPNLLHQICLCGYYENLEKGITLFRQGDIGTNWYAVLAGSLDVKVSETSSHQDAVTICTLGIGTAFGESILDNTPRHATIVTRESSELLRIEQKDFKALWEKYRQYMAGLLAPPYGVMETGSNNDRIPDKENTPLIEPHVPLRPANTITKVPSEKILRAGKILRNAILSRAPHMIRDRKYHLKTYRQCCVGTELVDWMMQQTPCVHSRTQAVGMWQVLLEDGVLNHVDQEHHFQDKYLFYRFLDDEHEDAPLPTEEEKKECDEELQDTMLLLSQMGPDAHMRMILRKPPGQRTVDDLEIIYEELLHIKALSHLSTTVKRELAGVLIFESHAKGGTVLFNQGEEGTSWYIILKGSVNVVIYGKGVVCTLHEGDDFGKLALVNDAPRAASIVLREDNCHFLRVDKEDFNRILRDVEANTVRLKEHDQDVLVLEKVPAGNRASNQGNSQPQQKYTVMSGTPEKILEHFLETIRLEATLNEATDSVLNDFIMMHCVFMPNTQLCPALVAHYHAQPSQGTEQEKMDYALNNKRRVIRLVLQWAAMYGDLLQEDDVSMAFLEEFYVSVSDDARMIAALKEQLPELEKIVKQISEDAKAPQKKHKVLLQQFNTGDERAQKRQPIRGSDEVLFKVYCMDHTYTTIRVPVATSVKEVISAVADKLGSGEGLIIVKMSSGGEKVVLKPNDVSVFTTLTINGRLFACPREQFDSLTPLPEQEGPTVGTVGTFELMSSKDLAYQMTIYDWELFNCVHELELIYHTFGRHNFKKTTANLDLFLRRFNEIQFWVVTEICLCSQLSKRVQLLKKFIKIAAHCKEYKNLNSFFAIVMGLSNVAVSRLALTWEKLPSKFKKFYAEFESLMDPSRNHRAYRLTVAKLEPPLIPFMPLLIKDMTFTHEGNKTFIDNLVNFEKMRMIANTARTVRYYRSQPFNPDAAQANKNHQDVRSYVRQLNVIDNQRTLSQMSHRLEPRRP
Akt phos inh – Akt phosphorylation inhibition; Neuro2A IGF-stimulated pAkt S473 HTRF, 20 min; stronger effect = lower value; activity change, % for hits at 50 µM; actives 0.32% (n = 360,000); AID 651550; in the data active = activity change below about -80%; inconclusive = mostly about -51% to -80%; note: % is set by controls: 0 for no effect and ±100 for the full control effect
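Single-point screen (50 µM final compound) in Neuro2A cells stimulated 20 min with 6 nM IGF at 37 deg C. After lysis, Ser473-phosphorylated Akt read by HTRF (ex 330 nm, em 615/665 nm) as the 665/615 ratio.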
PTHR1 ag – PTHR1 (human) receptor agonism | AID 743266 | actives 0.075% (n = 410,000) | HEK293 GP2 PTHR1 cells, GloSensor cAMP luminescence, 1 h | Q03431 | Potency, µM (top dose mostly 115 µM), inactives show top-dose activation, hits mostly activators; note: potency is the fitted concentration of half-maximal effect; nearly all actives have a fitted effect of over 55% in size; some results filed as inactive show a strong effect at the top dose; inactives centre near -15; many of its hits are not listed in these tables
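HEK-293-derived GP2 cells expressing PTHR1 and a GloSensor cAMP reporter, 3,000/well, plated overnight, given luciferin plus IBMX (each 0.5 mM as added) for 1 h at 37 °C, then compound for 1 h at 37 °C. Luminescence was read after 15 min at room temperature.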
EPAC2 ag – EPAC2 (human) agonism; Q8WZA2; EPAC2 activation, biochemical qHTS; response scale: 100% = 6.5 mM cAMP response; Potency, µM (doses to about 154 µM), inactives show top-dose activation, actives largely listed as activators; actives 0.079% (n = 360,000); AID 720711; note: potency is the fitted concentration of half-maximal effect; nearly all actives have a fitted effect of over 50% in size
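Each well held 100 nM EPAC2, 250 nM RAP1B-BODIPY-GDP and 50 uM GDP. Fluorescence, read at 5-min intervals to 30 min, was referenced to a 6.5 mM cAMP positive control.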
Numbers without * were called inactive; i = inactive; ? = inconclusive; . = not tested or not shown; [ ] = another dose, or the depositor's remark. Unless noted, calls come from the whole dose curve; as a rule, active = well fitted curve in the direction sought with a large enough effect; inconclusive = small, poorly fitted or top-dose-only effect, or another doubt; inactive = no such curve, though single readings can be large; an effect the other way counts as inactive or inconclusive. The list is partial. The share of hits here may be higher or lower than overall.

SMILES | D3 ag | MmCpn inh | CCT chaperon mod | D3 antag | EPAC2 antagonist | Akt phos inh | PTHR1 ag | EPAC2 ag
COc1cccc(NC(=O)CCC2CCN(C(=O)C3CC=CCC3)CC2)c1 (stereo not drawn) | -5 | -2% | -0.7 | -26 | 2% | i | i | -4%
CS(=O)(=O)c1ccc(-c2csc(C(O)(c3ccccc3)C(F)(F)F)n2)cc1 (stereo not drawn) | -5 | . | -0.2 | 3 | -11% | i | i | 12%
Cc1cc(N2CCOCC2)nc2ccc(Cl)cc12 | -5 | 0% | -0.4 | 4 | -6% | i | i | 1%
N/C(CN1CCCC1=O)=N\O | -3 | -2% | 1.2 | 25 | 1% | i | -1% | 7%
N#Cc1ccc(OCC(O)CS(=O)(=O)c2ccc(F)cc2)cc1 (stereo not drawn) | 5 | 0% | -1.6 | -12 | 1% | i | i | 8%
CCCCn1c(=O)n(CC(=O)NCc2ccc(C)cc2)c(=O)c2c1nc(CO)n2CCC | 2 | 1% | -2.6 | -13 | -2% | i | -1%[57.5 µM] | 7%
O=C1C=C(N2CCCCC2)C2(CCCCC2)O1 | 2 | 1% | 0.2 | 28 | 16% | i | -4% | 8%
Cc1ccc(CNC(=O)CN(C)S(=O)(=O)c2cnc[nH]2)cc1 | 2 | -1% | 0.5 | 11 | 7% | i | i | -2%
COc1ccccc1NS(=O)(=O)c1ccc(C(=O)N2CCCC(C(F)(F)F)C2)cc1 (stereo not drawn) | -8 | -2% | -0.2 | 3 | -5% | i | -11% | 11%
O=C(C1CCN(Cc2cc(Cl)ccc2O)CC1)N1CCN(Cc2ccccc2)CC1 | -14 | 0% | -2.4 | ? | -9% | i | -64%[inhibitor] | 4%
COC(=O)C1CCC(=S)N1C(=O)c1ccccc1 (stereo not drawn) | 2 | -11% | -7.0 | 6 | 1% | i | i | 5%
CCCCc1ccc(NS(=O)(=O)c2cccc(C(=O)N3CCNC(=O)C3)c2)cc1 | 9 | 0% | -1.6 | -5 | -1% | i | i | 10%
COc1cccc(NC(=S)N(CCN(C)C)C(C)c2cccnc2)c1 (stereo not drawn) | -6 | 1% | 1.3 | -8 | -13% | i | i | -1%
COc1ccc(NC(=O)C2CCC(CNS(=O)(=O)c3cccs3)CC2)cc1 (stereo not drawn) | -1 | -23% | -1.5 | -2 | -10% | i | -9% | 5%
CC1CCC(=NNC(=O)Cc2cccn2C)CC1 (stereo not drawn) | -1 | -1% | 0.6 | 8 | 0% | i | i | 5%

Pulled one by one from the entries so far:
SMILES | D3 ag | MmCpn inh | CCT chaperon mod | D3 antag | EPAC2 antagonist | Akt phos inh | PTHR1 ag | EPAC2 ag
N/C(CN1CCCC1=O)=N\O | -3 | -2% | 1.2 | 25 | 1% | i | -1% | 7%
COc1ccccc1NS(=O)(=O)c1ccc(C(=O)N2CCCC(C(F)(F)F)C2)cc1 (stereo not drawn) | -8 | -2% | -0.2 | 3 | -5% | i | -11% | 11%
COc1ccc(NC(=O)C2CCC(CNS(=O)(=O)c3cccs3)CC2)cc1 (stereo not drawn) | -1 | -23% | -1.5 | -2 | -10% | i | -9% | 5%
COc1cccc(NC(=O)CCC2CCN(C(=O)C3CC=CCC3)CC2)c1 (stereo not drawn) | -5 | -2% | -0.7 | -26 | 2% | i | i | -4%
CC1CCC(=NNC(=O)Cc2cccn2C)CC1 (stereo not drawn) | -1 | -1% | 0.6 | 8 | 0% | i | i | 5%
O=C1C=C(N2CCCCC2)C2(CCCCC2)O1 | 2 | 1% | 0.2 | 28 | 16% | i | -4% | 8%

Going on with the list:
SMILES | D3 ag | MmCpn inh | CCT chaperon mod | D3 antag | EPAC2 antagonist | Akt phos inh | PTHR1 ag | EPAC2 ag
COc1cc(C(=O)NC2CCN(Cc3nnnn3Cc3ccc(F)cc3)CC2)cc(OC)c1OC | 6 | -1% | 2.3 | -3 | -2% | i | i | 6%
COCCN1C(=O)N(c2ccc(OC)cc2)C(=O)C1CC(=O)Nc1cccc(F)c1 (stereo not drawn) | -7 | 1% | 0.7 | 6 | -5% | i | -5% | -1%
CCN1CCCC(OC(=O)c2cc(-c3ccc(C)cc3)nc3ccccc23)C1 (stereo not drawn) | -21 | -1% | -3.8 | -17 | -7% | i | ? | 23%
COc1ccc(C(C(=O)NCC2CCCO2)N(C(=O)CNC(=O)c2ccco2)c2cc(C)ccc2C)cc1OC (stereo not drawn) | 8 | -3% | -3.9 | -7 | 0% | i | -24% | -3%
CC(C)Cc1nnc(NC(=O)c2ccc3c(c2)OCCO3)s1 | -3 | -5% | -1.9 | -15 | -7% | i | -47%[inhibitor] | 5%
N#Cc1c(-c2ccccc2F)cc(-c2cccnc2)nc1N | -5 | -2% | -0.4 | 5 | 20% | i | -2% | 6%
COCc1[nH]c(=S)[nH]c(=O)c1C | 8 | -2% | -1.7 | 8 | 2% | i | i | 5%
O=c1[nH]c(CSc2ccccn2)nc2c1oc1ccccc12 | 9 | 0% | 1.2 | 14 | -3% | i | -93%[inhibitor] | 6%
CCC(=O)Nc1ccc(S(=O)(=O)Nc2nccs2)cc1 | -6 | -2% | 4.4 | -10 | -1% | i | i | 9%
C[C@@H]1CN[C@@H](CCO)/C1=C\c1ccccc1 | -11 | . | -2.4 | -13 | -2% | i | i | -2%
O=C(CCCN1CCOCC1)c1ccc2c(c1)OCCO2 | -19 | -1% | 3.0 | -8 | 7% | i | -21%[57.5 µM] | 6%
O=C(Nc1ccccc1)c1nn(-c2ccccc2)c(=O)cc1C(F)(F)F | 3 | 0% | 0.4 | -50* | 21% | i | i | 24%
Cn1nc(C(F)(F)F)cc1-c1ccc(S(N)(=O)=O)s1 | 7 | -4% | -1.1 | 5 | 1% | i | -15% | 2%
C/C(=N\OC(=O)c1c(-c2ccccc2Cl)noc1C)c1ccncc1 | 6 | 4% | 0.2 | 13 | -15% | i | -10% | 6%
COc1cc(CNCCN2CCOCC2)ccc1OCc1ccc(Cl)cc1 | -2 | 2% | -1.2 | 26 | 12% | i | -8%[57.5 µM] | 2%
CN1CCN(C(=O)c2ccc(-c3cc4nc(NCc5cccnc5)n(C)c(=O)c4s3)cc2)CC1 | 6 | . | -1.1 | ? | 8% | i | -1% | 10%
COc1ccc(/C=C/C(=O)NC(=S)N2CCOCC2)cc1 | 0 | 0% | -2.6 | -11 | -20% | i | -14% | 6%
CC(=O)Nc1ccc(S(=O)(=O)N2CCN(CCc3ccccc3)CC2)cc1 | 3 | -1% | -0.5 | 3 | 0% | i | -8% | 0%
Cc1csc(N(C(=O)c2cccc(S(=O)(=O)N(C)C)c2)c2ccccc2)n1 | -1 | 0% | -1.7 | -20 | -3% | . | ? | 11%
O=C(COC(=O)CNS(=O)(=O)/C=C/c1ccccc1)NC1CCS(=O)(=O)C1 (stereo not drawn) | -1 | 0% | -0.9 | -4 | 7% | i | i | 0%
O=C(O)c1cccnc1Br | -5 | -1% | 1.1 | 35 | 0% | i | i | 9%
CCCS(=O)(=O)NC(=O)C1(C)CCN(C(=O)/C=C/c2ccccc2)C1 (stereo not drawn) | -5 | . | -1.0 | -21 | -7% | i | i | 10%
CCOC(=O)[C@]12CCC=C1N(Cc1ccc3c(c1)OCO3)C(=O)[C@H](CC(=O)N1CCOCC1)C2 | 4 | . | 0.5 | 4 | 2% | i | i | -2%
CCn1nc(C)c(CCC(=O)O)c1C | 1 | 2% | 0.5 | -6 | 17% | i | -12% | 12%
COc1ccccc1C(CCNCc1ccccc1)c1ccc(OC(C)C)cc1 (stereo not drawn) | -15 | -2% | 0.3 | -3 | -5% | i | 24% | 8%
CCC(=O)N1CCN(c2ccc(Cl)cc2NC(=O)c2ccc3c(c2)OCCO3)CC1 | -3 | . | 1.8 | ? | 2%[57.1 µM] | i | -3%[57.5 µM] | 16%
Cc1cc2c(cc1S(=O)(=O)N1CCc3ccccc31)NC(=O)CO2 | 3 | -1% | 2.6 | 4 | -29% | i | i | 5%
COc1ccc(S(=O)(=O)N2CCOCC2)cc1NC(=O)c1ccccc1-c1ccc(C(F)(F)F)cc1 | -5 | 0% | -1.4 | -5 | 5% | i | -20% | -14%
O=C1Nc2ccccc2/C1=C/c1cccnc1 | -4 | 1% | -0.7 | -13 | 5% | i | -30%[inhibitor] | 13%
COC(=O)c1ccc(NC(=O)Nc2ccc(F)c(Cl)c2)cc1 | -22 | -1% | -4.6 | 40 | -4% | i | -10%[57.5 µM] | 2%
CCCCC1=CC2=CC(=O)C(C)(OC(=O)CC)C(=O)C2=CN1CCCOC(C)C (stereo not drawn) | 8 | 0% | -1.5 | 16 | -12% | i | -10% | -9%
CC(=O)C1=CCC(c2ccc(Cl)cc2)N(S(=O)(=O)c2ccccc2)C1 (stereo not drawn) | -9 | . | 0.6 | 0 | 2% | i | -80%[inhibitor] | 14%
CCCN(CCC)Cc1c(C(=O)N/N=C/C(C)=C\c2ccccc2)nnn1-c1nonc1N | 8 | -8% | -0.6 | 2 | 2% | i | i | 8%
COc1ccc2nc(NC(=O)CCNC(=O)c3ccccc3Cl)sc2c1 | 5 | -2% | -1.6 | 4 | 0% | i | i | 10%
Cc1cccc(NC(=O)CSc2n[nH]c(-c3cccnc3)n2)c1 | 0 | 4% | -0.5 | 0 | -1% | i | -14% | 16%
O=C(CCc1nc(-c2ccccc2F)no1)NCCN1CCc2ccccc2C1 | -17 | -2% | 1.2 | ? | 11% | i | i | 9%
Cc1nc(C)c(-c2ccn(C(=O)NC(C)C)n2)s1 | -7 | -2% | 1.2 | -7 | 2% | i | i | 7%
CN(CC(=O)Nc1ccc(F)cc1)C(=O)CSc1nncs1 | 5 | -1% | 0.7 | 3 | 9% | i | i | 5%
O=S1(=O)CC(N2CCCCC2)CN1Cc1ccccc1 (stereo not drawn) | -7 | . | 0.7 | 0 | 4% | i | 3% | 11%
Cc1ccccc1Cc1ccc(Cl)nn1 | -1 | 3% | -5.2 | -7 | -4% | i | i | 15%
Clc1ccc(-c2nnn(Cc3nc4ccccc4s3)n2)cc1 | 8 | -2% | -0.4 | 5 | -5% | i | -2% | 14%
Nc1nc(NCC2CCCO2)nc(Nc2ccc(Cl)cc2)c1[N+](=O)[O-] (stereo not drawn) | -5 | 3% | -3.9 | 6 | -7% | i | -6% | 11%
COc1ccc(CCNC(=O)COC(=O)C2CC2)cc1OC | -15 | 1% | 0.7 | 0 | 9% | i | i | -10%
